Screening results from PubChem.
RBBP9 inh: human RBBP9 hydrolase inhibition. O75884. recombinant RBBP9, FP-Rh probe fluorescence polarization. inhibition, % at 7.94 µM. actives 0.2% (n = 220,000). AID 1515;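 active = inhibition above the campaign mean of all tested compounds plus 3 SD, cut at about 14% in these data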;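 also: plate controls were DMSO wells with RBBP9 for no effect and wells lacking RBBP9 protein for full effect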
Target sequence (O75884 whole entry, looked up): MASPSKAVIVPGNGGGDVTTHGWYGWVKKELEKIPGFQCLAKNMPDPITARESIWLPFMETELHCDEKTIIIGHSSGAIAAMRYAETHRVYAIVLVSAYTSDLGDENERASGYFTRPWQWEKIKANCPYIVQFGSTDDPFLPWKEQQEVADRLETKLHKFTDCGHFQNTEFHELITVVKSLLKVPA
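System: RBBP9 protein / Quantity: 2.5 µM RBBP9 dispensing solution, before mixing / Also added: Serine-hydrolase probe FP-Rh, 375 nM pre-mixing / Dosing: 7.94 µM single dose, 0.794% DMSO / Timing: enzyme-compound preincubation 30 min, then probe labeling 45 min, 25 °C / Signal: FP readout at 525/598 nm / Controls: DMSO-treated enzyme wells and wells lacking RBBP9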
Hck Nef HTS: blocks Nef-activated human Hck kinase | P08631 | Recombinant Hck-YEEI plus Nef, Z-Lyte FRET kinase assay | inhibition, % at 20 µM | actives 0.68% (n = 220,000) | AID 463187;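 active = Hck-Nef kinase inhibition above about 50%, limit read from the data; inactive = inhibition below that limit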;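 also: 0% = DMSO with Hck plus Nef and 100% = Hck alone without Nef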
Target sequence (P08631 whole entry, looked up): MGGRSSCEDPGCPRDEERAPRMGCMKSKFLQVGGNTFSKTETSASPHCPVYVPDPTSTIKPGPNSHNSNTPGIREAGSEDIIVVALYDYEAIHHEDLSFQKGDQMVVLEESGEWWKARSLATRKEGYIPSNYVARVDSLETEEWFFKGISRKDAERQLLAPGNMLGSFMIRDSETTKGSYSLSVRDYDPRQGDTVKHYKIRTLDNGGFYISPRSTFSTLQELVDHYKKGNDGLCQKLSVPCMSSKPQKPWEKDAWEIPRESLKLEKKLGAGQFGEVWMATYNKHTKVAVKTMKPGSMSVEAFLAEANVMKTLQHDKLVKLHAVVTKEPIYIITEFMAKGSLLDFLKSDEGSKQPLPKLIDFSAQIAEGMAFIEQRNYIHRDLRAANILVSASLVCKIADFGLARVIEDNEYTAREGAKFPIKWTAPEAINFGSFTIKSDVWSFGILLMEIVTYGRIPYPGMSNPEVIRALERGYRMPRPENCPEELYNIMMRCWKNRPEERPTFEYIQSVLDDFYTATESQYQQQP
NPY1 pot ag: human NPY-Y1 potentiation or agonism, primary screen; P25929; actives 0.37% (n = 220,000); NPY-Y1 expressing cells, potentiator/agonist activation; activation, % at 3.6 µM; in the data active = activation above about 33%, passing the limit was not always enough;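 also: cells stimulated with NPY at EC10 then isoproterenol at EC100; 0% = low agonist plus stimulus and 100% = saturating agonist plus stimulus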
Runt-CBFb FRET: inhibitors of human RUNX1 Runt domain binding to CBFb | Q01196+Q13951 | Cerulean-Runt/Venus-CBFb FRET ratio 530/480, 1 h | inhibition, % at 20 µM | actives 0.46% (n = 220,000) | AID 1496;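 active = inhibition over about 50% at 20 µM in the single-dose screen, limit read from the data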;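 also: 0% = DMSO wells and 100% = excess unlabeled CBFb competitor control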
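Buffer or medium: Tris pH 7.5 buffer with BSA. Assay system: Cerulean-labeled Runt domain protein. Amount: each fluorescent fusion protein 100 nM. Read-out basis: loss of energy transfer signal. Incubation: 1 h compound exposure, room temperature. Probe or stimulus: Venus-CBFb binding partner, 100 nM. Detection: FRET, excitation 422 nm, emission at 530 and 480 nm.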
NPY-Y1 antag: antagonists of human neuropeptide Y receptor Y1 | inhibition, % at 3.6 µM | AID 1040 | HEK293-CNG Y1 cells, membrane potential fluorescence; NPY at EC95, then isoproterenol | actives 1% (n = 200,000);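 active = inhibition above the campaign mean inhibition of all tested compounds plus 3 SD, cut at about 20% in these data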;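 also: 0% = DMSO wells given NPY plus isoproterenol and 100% = isoproterenol alone without NPY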
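Material: HEK293 Y1/CNG channel cell line; also added: NPY (25 nM), isoproterenol (1 µM), Ro 20-1724 (25 µM); doses: one concentration, 3.6 µM, in 0.4% DMSO; schedule: compound incubation 1 h at room temperature, readout 45 min post-stimulation; technique: membrane potential fluorescence; measure: fluorescence ratio normalized to % inhibition between controls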
NPY-Y2 PAM-ag: potentiates or activates human NPY-Y2 receptor. cells expressing NPY-Y2, potentiator/agonist read-out. actives 0.45% (n = 220,000). AID 1359. activation, % at 3.6 µM. P49146; in the data active = activation above about 27%;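 also: cells stimulated with NPY near EC25 plus isoproterenol at EC100; 0% = vehicle plus submaximal agonist and 100% = vehicle plus saturating agonist; some results beyond the cut were filed as inactive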
Target sequence (P49146 whole entry, looked up): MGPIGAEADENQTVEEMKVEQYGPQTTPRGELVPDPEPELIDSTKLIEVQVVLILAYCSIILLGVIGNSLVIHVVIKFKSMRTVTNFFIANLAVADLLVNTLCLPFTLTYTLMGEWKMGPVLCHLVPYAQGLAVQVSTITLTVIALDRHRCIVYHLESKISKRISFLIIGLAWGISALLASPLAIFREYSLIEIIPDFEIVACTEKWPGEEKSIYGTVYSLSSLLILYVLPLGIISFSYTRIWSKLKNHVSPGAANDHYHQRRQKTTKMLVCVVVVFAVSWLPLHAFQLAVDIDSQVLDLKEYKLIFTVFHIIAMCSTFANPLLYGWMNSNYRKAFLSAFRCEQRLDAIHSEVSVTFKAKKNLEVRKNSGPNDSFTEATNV
Runt-SMMHC FRET: blocks binding of human RUNX1 Runt domain to CBFb-SMMHC. actives 0.74% (n = 220,000). inhibition, % at 20 µM. AID 1434. Cerulean-Runt/Venus-CBFb-SMMHC FRET ratio 530/480, 1 h;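 active = mean inhibition across duplicate retests at 20 µM reaching about 50%, limit read from the data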;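 also: 0% = DMSO wells and 100% = wells with excess untagged CBFb-SMMHC; inhibitors lower the FRET ratio by blocking Runt binding to CBFb-SMMHC; some results filed as inactive read as strong as hits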
p97 ATPase inh: human p97 ATPase inhibition | P55072 | recombinant p97 ATPase, Kinase-Glo ATP luminescence, 3 h | inhibition, % at 8 µM | actives 0.42% (n = 220,000); in the data active = inhibition above about 15%;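 also: 0% = DMSO vehicle and 100% = wells lacking enzyme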
MDM2 E3 inh: blocks human Mdm2 ubiquitin ligase activity. cell-based MDM2 ubiquitination luciferase reporter, 2 h; 0 = plate control, 100 = twice control, blank-subtracted. actives 0.11% (n = 210,000). AID 1230. signal enhancement, % at 5 µM. Q00987;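 active = signal enhancement of 30% or more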;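 also: luminescence tracks abundance of the self-degrading MDM2-luciferase fusion protein; higher signal means inhibition of MDM2 E3 ligase activity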
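Material: Stable MDM2–luciferase fusion reporter cells | Amount: 2000 cells seeded into each well | Dosing: One concentration, 5 µM, with 0.2% DMSO | Incubation: 4 h cell settling then 2 h compound exposure, 37 °C | Measured by: Luciferase luminescence | Read-out basis: % enhancement relative to plate controls after blank subtraction | Benchmarks: Control and blank well means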
An asterisk follows results filed as active; . = not tested or not shown.

SMILES | RBBP9 inh | Hck Nef HTS | NPY1 pot ag | Runt-CBFb FRET | NPY-Y1 antag | NPY-Y2 PAM-ag | Runt-SMMHC FRET | p97 ATPase inh | MDM2 E3 inh
CCOC(=O)N1CCN(C2CC(=O)N(c3ccc(Cl)c(Cl)c3)C2=O)CC1 (configuration not stated) | 0 | -1 | 2 | -4 | -4 | -2 | 4 | 0 | 5
c1ccc2c(c1)CC1(CCCC1)n1nnnc1-2 | 1 | -1 | 7 | 0 | 4 | -1 | 5 | 2 | -3
COC(=O)C1=C(C)NC(c2c(O)ccc3ccccc23)C(C(=O)OC)=C1C (configuration not stated) | 3 | 6 | -18 | 7 | -1 | 3 | 3 | 4 | -3
O=C(N/N=C1\CC(c2ccccc2)Oc2ccccc21)c1cccnc1 (configuration not stated) | -17 | 20 | 2 | -1 | 1 | -5 | -2 | 2 | -16
O=C(CCC(=O)Nc1ccccc1)N/N=C/c1ccco1 | 4 | 2 | -10 | . | -7 | 0 | -5 | 6 | 4
CCOC(=O)c1[nH]c2cc3c(cc2c1CCCN1C(=O)c2ccccc2C1=O)OCCO3 | -10 | 1 | -1 | -2 | 0 | 7 | 0 | 7 | 1
CSCCC(NS(=O)(=O)c1ccc(Cl)cc1)C(=O)OCc1cccc(Cl)c1 (configuration not stated) | -6 | 4 | 15 | -6 | -4 | 11 | 12 | -1 | -3
Cn1c(=O)[nH]c(=O)c2c1nc1n2CCS1 | -5 | -17 | -8 | -1 | 2 | 7 | -2 | 1 | -18
COC(=O)c1ccc(NC2CC(=O)N(c3ccccc3C)C2=O)cc1 (configuration not stated) | -4 | 2 | 7 | 0 | 5 | -3 | 2 | -9 | -16
O=C(c1ccc(-c2ccccc2)cc1)N1CCN(c2ccccn2)CC1 | 2 | 0 | -40 | -1 | 19 | -20 | -4 | -4 | -2
COc1ccc2c(=O)c(-c3ccccc3C)c(C)oc2c1 | 0 | 4 | 9 | 3 | -6 | 5 | 2 | 1 | -15
Cn1c(CCCCCN)nc2ccccc21 | -6 | -1 | 13 | -2 | 6 | 4 | 1 | -5 | 1
CCOCCCNC(=O)c1c(C)c(C(=O)OCC)n(C)c1C | -5 | 0 | 6 | 0 | 2 | 0 | 2 | 7 | 21
O=C(O)C1Cc2[nH]cnc2C(c2ccccc2O)N1 (configuration not stated) | -4 | -2 | 3 | 0 | 0 | -10 | 5 | 2 | -5
CCCNC(=O)N1CCN(C(=O)NCCC)CC1 | 2 | 1 | 10 | 0 | 1 | -8 | 2 | 0 | -23
COc1cc([N+](=O)[O-])cc(/C=N/NC(=O)C(C)Nc2cccc(C)c2)c1O (configuration not stated) | -4 | 43 | 6 | -7 | 6 | 0 | -8 | 8 | -1
Cc1ccc(-c2n[nH]c(=S)n2/N=C/C=C/c2ccccc2[N+](=O)[O-])cc1 | 4 | 1 | 4 | 15 | 6 | -5 | 16 | -4 | -2
CCOC(=O)NC1(Nc2ccc(Cl)cn2)Oc2ccccc2O1 | 4 | 2 | 6 | 2 | 1 | 0 | 2 | 5 | -2
O=C(CN1C(=O)c2ccccc2S1(=O)=O)Nc1ccc(S(=O)(=O)N2CCCCCC2)cc1 | -7 | 1 | -3 | 3 | -1 | 11 | 1 | 6 | -14
CCN(C(=O)CSc1nnc(-c2ccc(Cl)cc2)n1C)C1CCS(=O)(=O)C1 (configuration not stated) | 2 | 17 | -12 | 0 | -3 | 9 | 4 | 4 | -17
CC1CCN(c2ccc([N+](=O)[O-])cc2C(N)=O)CC1 | -3 | 11 | -15 | -2 | 1 | 1 | -3 | 0 | -11
COc1cccc(CN(C(=O)/C=C/c2ccc(Cl)cc2)C2CCS(=O)(=O)C2)c1 (configuration not stated) | 2 | 3 | -9 | -8 | 4 | 0 | -1 | 0 | -6
Cc1ccc(CN(C(=O)c2ccco2)C(C(=O)NC2CCCC2)c2cccnc2)cc1 (configuration not stated) | 1 | 15 | -7 | -2 | 0 | -15 | 3 | 2 | 12
O=C(c1cccc(S(=O)(=O)N2CCCC2)c1)N1CCN(c2ccccc2F)CC1 | 0 | 9 | 19 | 3 | 4 | -13 | 0 | 0 | -6
CCOc1ccc(C2CC(c3cccc(OC)c3)Nc3nc(N)nn32)cc1 (configuration not stated) | -3 | 32 | 7 | 0 | 12 | -11 | 1 | 0 | -15
O=C(N/C(=C/c1ccco1)C(=O)N1CCCC1)c1cccs1 | 3 | 0 | 12 | -2 | -3 | 8 | -18 | 4 | -13
COc1cccc(/C=N\NC(=O)C2C(=O)NCC2c2ccccc2)c1O (configuration not stated) | -7 | 1 | 22 | -1 | 2 | 7 | -8 | 3 | -1
CCCCNC(=O)Cc1ccc(C)cc1 | -5 | 2 | -18 | 2 | -3 | 4 | -2 | -1 | -14
N#Cc1cc(N)ccc1-n1cccc1 | 2 | 9 | -2 | 4 | . | 8 | 1 | 3 | 5
COc1ccc(C2NCCc3cc(OC)c(OC)cc32)cc1OC (configuration not stated) | -1 | -1 | 2 | 0 | 5 | 1 | -1 | 3 | 6
COc1ccc(OC)c(S(=O)(=O)N2CCCC(C)C2)c1 (configuration not stated) | -3 | 4 | -10 | -3 | -2 | -11 | 2 | -2 | 11
C=CCSc1nc2c(sc3nc(C)cc(C)c32)c(=O)[nH]1 | -7 | 4 | 8 | -2 | 4 | -32 | -6 | -3 | 2
Cc1ccc2nc(-c3ccc(NS(=O)(=O)c4ccc(F)cc4)cc3)sc2c1 | -22 | 26 | 7 | 8 | -1 | 3 | 14 | 4 | -7
CCC(C)NCCOc1ccc(Br)cc1 (configuration not stated) | -2 | 1 | 6 | 4 | 5 | -14 | -1 | -1 | 1
O=C(Nc1cccnc1)C1OCCc2ccccc21 (configuration not stated) | 3 | 5 | -6 | -1 | 3 | 4 | -3 | -2 | -1
c1ccc(-c2noc(CSc3nnc(Cc4cccs4)n3-c3ccccc3)n2)cc1 | -2 | 1 | -12 | -3 | 10 | -12 | -4 | 0 | -7
CCn1nc(C)cc1C(=O)N1CCCC(C(=O)c2cccc(OC)c2)C1 (configuration not stated) | -6 | 18 | 3 | -1 | 1 | 13 | -4 | 4 | 13
CCOc1ccc2nc(N3CCCC(C(=O)NCC4CCCO4)C3)sc2c1 (configuration not stated) | 1 | -15 | 2 | 2 | . | 11 | 1 | 0 | -3
Cc1cc(-c2onc(C)c2C(=O)O)no1 | -7 | 5 | -6 | 0 | . | -5 | 2 | 1 | -7
Cc1ccccc1CSc1nnc(-c2cnccn2)n1C | -6 | 5 | 10 | 4 | . | 7 | 1 | 1 | 5
NC(N)=NS(=O)(=O)c1ccc(NC(=S)NC(=O)c2sc3ccccc3c2Cl)cc1 | -6 | 20 | -13 | 0 | 6 | -11 | -6 | -2 | -9
O=c1[nH]cc(O)c(=O)[nH]1 | 0 | 9 | 4 | 3 | . | -12 | -1 | 0 | -12
CCN(CC)S(=O)(=O)c1cc(C(=O)Nc2ccccc2[N+](=O)[O-])ccc1Cl | -6 | -2 | -7 | -2 | 9 | 1 | 0 | -4 | -2
Cc1ccccc1NS(=O)(=O)c1cc(C(=O)N2CCCC2)ccc1C | -3 | 1 | -13 | 1 | 0 | 11 | 2 | 5 | 4
CCOC(=O)c1sc(=S)n(C)c1NC(=O)c1ccc(OC)cc1 | 6 | -16 | 7 | 29 | . | -4 | 1 | 3 | -5
Cc1ccc(S(=O)(=O)N2CCN(Cc3nc4ccccc4n3C)CC2)cc1 | -10 | 2 | -7 | 0 | 10 | 5 | 0 | 1 | -15
Cc1ccc(NS(=O)(=O)c2ccc(OCC(N)=O)cc2)cc1 | 7 | -8 | 4 | 0 | -9 | 16 | 4 | 3 | -2
COc1ccc(/C(=C/c2ccc(OC(F)F)c(OC)c2)C(=O)O)cc1OC | -8 | 1 | -3 | 2 | 0 | 7 | -3 | 2 | -15
Cc1cc(NC(=O)CCN2C(=O)/C(=C\c3ccccc3Cl)SC2=S)no1 | 4 | 23 | 8 | 0 | 6 | -4 | 0 | 11 | 13
Cc1ccc(-c2nn(-c3ccccc3)cc2C(=O)O)o1 | -6 | 38 | -4 | 7 | 0 | -10 | -15 | 0 | -25

Single records, from the list above. Values in the order: RBBP9 inh, Hck Nef HTS, NPY1 pot ag, Runt-CBFb FRET, NPY-Y1 antag, NPY-Y2 PAM-ag, Runt-SMMHC FRET, p97 ATPase inh, MDM2 E3 inh
Shown for `c1ccc(-c2noc(CSc3nnc(Cc4cccs4)n3-c3ccccc3)n2)cc1` → -2, 1, -12, -3, 10, -12, -4, 0, -7
Shown for `Cc1ccccc1NS(=O)(=O)c1cc(C(=O)N2CCCC2)ccc1C` → -3, 1, -13, 1, 0, 11, 2, 5, 4
Shown for `COc1ccc(/C(=C/c2ccc(OC(F)F)c(OC)c2)C(=O)O)cc1OC` → -8, 1, -3, 2, 0, 7, -3, 2, -15

Going on with the list.
SMILES | RBBP9 inh | Hck Nef HTS | NPY1 pot ag | Runt-CBFb FRET | NPY-Y1 antag | NPY-Y2 PAM-ag | Runt-SMMHC FRET | p97 ATPase inh | MDM2 E3 inh
CCOC(=O)c1cn(-c2ccccc2)nc1-c1ccncc1 | 1 | 3 | -8 | 2 | 0 | -3 | 2 | -1 | -20
Cc1nn(C)cc1/C=N/NC(=S)Nc1ccc(Cl)cc1Cl | -6 | 4 | 14 | -1 | -10 | 0 | 4 | -1 | -6
COc1ccc(OC)c(C2C(C(=O)Nc3cccnc3)=C(C)NC3=C2C(=O)CCC3)c1 (configuration not stated) | -8 | 6 | -2 | 3 | 2 | -10 | -4 | 3 | -7
Cc1ccccc1NC1=NC(=S)N(c2ccccc2)C12CCCCC2 | -3 | 4 | -4 | -5 | 6 | 19 | 2 | 3 | -10
CCN(Cc1cc2ccccc2[nH]c1=O)C(=O)C1CCCCC1 | -2 | 3 | -16 | 0 | 2 | 15 | -1 | 3 | -4
CC1CCCCC1NC(=O)COC(=O)c1c2c(nc3ccccc13)/C(=C/c1ccco1)CC2 (configuration not stated) | -6 | 1 | 2 | 13 | 8 | 0 | . | 2 | -3
CCOc1ccc(N2C(=O)CC(N(CCc3ccccc3)C(=O)/C=C/C(=O)O)C2=O)cc1 (configuration not stated) | -6 | 20 | 22 | . | 2 | 5 | . | 4 | -1
O=C(Nc1ccc2oc(-c3cccnc3)nc2c1)c1ccc([N+](=O)[O-])o1 | -2 | 15 | 7 | 2 | -4 | 4 | 4 | 6 | -2
